L929 necroptosis = blocks zVAD induced death of L929 cells; AID 1377; 220,000 tested, 0.38% active; viability rescue, % at 10 µM; L929 zVAD necroptosis rescue, ATP luminescence, 24 h; with zVAD 60 µM;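 active = activation, scaled between plate controls, above about 75%, limit read from the data; inactive = activation under that limit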;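 also: 0% = zVAD with DMSO and 100% = DMSO alone without zVAD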
Mdm2 ligase inh = blocks human Mdm2 ubiquitin ligase activity; Q00987; cell-based MDM2 ubiquitination luciferase reporter, 2 h; 0 = plate control, 100 = twice control, blank-subtracted; signal enhancement, % at 5 µM; 210,000 tested, 0.11% active; AID 1230;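 active = signal enhancement of 30% or more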;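 also: luminescence tracks abundance of the self-degrading MDM2-luciferase fusion protein; higher signal means inhibition of MDM2 E3 ligase activity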
Target sequence (Q00987 whole entry, looked up, the tested form may be a part): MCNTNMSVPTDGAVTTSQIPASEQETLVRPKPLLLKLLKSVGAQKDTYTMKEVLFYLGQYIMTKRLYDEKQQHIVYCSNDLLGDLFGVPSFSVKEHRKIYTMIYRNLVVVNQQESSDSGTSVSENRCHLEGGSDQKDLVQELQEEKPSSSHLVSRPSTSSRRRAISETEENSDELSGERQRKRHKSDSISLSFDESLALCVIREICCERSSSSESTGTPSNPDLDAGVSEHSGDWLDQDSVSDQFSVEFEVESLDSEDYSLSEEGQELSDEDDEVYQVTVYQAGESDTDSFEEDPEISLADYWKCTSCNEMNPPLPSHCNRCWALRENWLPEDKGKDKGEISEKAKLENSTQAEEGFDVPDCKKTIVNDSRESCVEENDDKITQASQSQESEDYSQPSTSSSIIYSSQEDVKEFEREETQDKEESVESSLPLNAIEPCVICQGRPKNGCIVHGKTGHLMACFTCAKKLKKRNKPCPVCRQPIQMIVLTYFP
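Material: stable MDM2–luciferase fusion reporter cells / Quantity: 2000 cells/well / Dosing: single 5 µM compound dose, 0.2% final DMSO / Buffer or medium: DMEM / Schedule: 4 h cell settling then 2 h compound exposure, 37 °C / Detection: luminescence with SteadyLite reagent, 15 min at room temperature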
TbHK1 inh = blocks Trypanosoma brucei hexokinase 1 activity. inhibition, % at 10 µM. 220,000 tested, 0.11% active. recombinant TbHK1, G6PDH-coupled NADH A340;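 active = inhibition of 50% or more in the single-dose primary screen; inactive = inhibition below 50%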
14-3-3 Bad inh = disrupts binding of bovine 14-3-3 zeta to phospho-Bad peptide; 220,000 tested, 0.71% active; TR-FRET 14-3-3zeta/Dy647-pBad peptide displacement, 1 h; inhibition, % at 21.7 µM;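 active = inhibition above about 70%, limit read from the data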;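 also: 0% = full 14-3-3 plus peptide FRET controls and 100% = background without 14-3-3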
Runt-CBFb FRET = blocks binding of human RUNX1 Runt domain to CBFb. 220,000 tested, 0.46% active. inhibition, % at 20 µM. Q01196+Q13951. Cerulean-Runt/Venus-CBFb FRET ratio 530/480, 1 h. AID 1496;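 active = inhibition over about 50% at 20 µM in the single-dose screen, limit read from the data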;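 also: 0% = DMSO wells and 100% = excess unlabeled CBFb competitor control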
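test system = Cerulean-tagged RUNX1 Runt domain (FRET donor) fusion protein | reagent = Venus-CBFb binding partner, 100 nM | incubation = protein complex preformed 1 h, compound exposure 1 h, room temperature, dark | detection = FRET fluorescence | read-out basis = loss of energy transfer signal | controls = 5 µM unlabeled CBFb as full-inhibition high control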
EBV gp42 block = blocks Epstein-Barr virus glycoprotein 42 binding; inhibition, % (tested at 21.74 µM); Q1HVG2; 220,000 tested, 0.42% active; Fluorescence polarization binding assay, mP read-out; in the data active = inhibition above about 50%
Runt-SMMHC FRET = Runt domain-CBFb-SMMHC interaction inhibition. 220,000 tested, 0.74% active. Cerulean-Runt/Venus-CBFb-SMMHC FRET ratio 530/480, 1 h. inhibition, % at 20 µM. Q01196+Q13951;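 active = mean inhibition across duplicate retests at 20 µM reaching about 50%, limit read from the data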;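 also: 0% = DMSO wells and 100% = wells with excess untagged CBFb-SMMHC; inhibitors lower the FRET ratio by blocking Runt binding to CBFb-SMMHC; some results filed as inactive read as strong as hits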
Hck Nef HTS = human Hck-Nef kinase inhibition; Recombinant Hck-YEEI plus Nef, Z-Lyte FRET kinase assay; inhibition, % at 20 µM; 220,000 tested, 0.68% active; AID 463187;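 active = Hck-Nef kinase inhibition above about 50%, limit read from the data; inactive = inhibition below that limit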;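 also: 0% = DMSO with Hck plus Nef and 100% = Hck alone without Nef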
Target sequence (P08631 whole entry, looked up): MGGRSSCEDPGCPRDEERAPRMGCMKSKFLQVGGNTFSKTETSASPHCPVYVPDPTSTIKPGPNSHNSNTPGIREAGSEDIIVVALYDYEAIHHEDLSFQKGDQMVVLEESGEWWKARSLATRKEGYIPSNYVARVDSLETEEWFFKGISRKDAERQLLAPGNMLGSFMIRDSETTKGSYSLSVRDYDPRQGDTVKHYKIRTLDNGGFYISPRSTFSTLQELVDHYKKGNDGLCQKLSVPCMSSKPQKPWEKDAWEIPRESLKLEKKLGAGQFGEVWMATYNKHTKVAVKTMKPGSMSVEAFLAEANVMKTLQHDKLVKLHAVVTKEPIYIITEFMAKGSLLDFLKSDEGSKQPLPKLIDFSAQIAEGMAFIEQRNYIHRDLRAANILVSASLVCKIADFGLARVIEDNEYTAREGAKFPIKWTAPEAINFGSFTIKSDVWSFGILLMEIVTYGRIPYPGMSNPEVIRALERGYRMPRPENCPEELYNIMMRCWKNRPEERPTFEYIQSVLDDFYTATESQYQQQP
NCF1 inh = p47phox (human) inhibition; AID 1274; 220,000 tested, 0.53% active; inhibition, % at 24.7 µM; P14598; p47phox/p22phox peptide binding, fluorescence polarization, 2 h;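 active = inhibition above about 30%, limit read from the data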;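 also: 0% = p47phox with labelled peptide and 100% = labelled peptide alone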
Starred values were filed as active, the others as inactive; [ ] = remark or other dose. Compounds were not picked by outcome. About 3.2% of those tested had a hit in this group.

`Cc1cccc(NC(=S)NNC(=O)c2ccccc2OC(F)F)c1` gave L929 necroptosis 0.0, Mdm2 ligase inh -9, TbHK1 inh -3, 14-3-3 Bad inh -3, Runt-CBFb FRET 0, EBV gp42 block -21, Runt-SMMHC FRET 2, Hck Nef HTS 1 and NCF1 inh -1.
Screening FC(F)(F)c1cccc(-c2nnc(-c3ccccc3)c(N3CCOCC3)n2)c1 returned L929 necroptosis 1.8, Mdm2 ligase inh -16, TbHK1 inh -3, 14-3-3 Bad inh -6, Runt-CBFb FRET -2, EBV gp42 block -14, Runt-SMMHC FRET 2, Hck Nef HTS 0 and NCF1 inh -3.
Screening Cc1ccccc1OCCCn1c(CO)nc2ccccc21 returned L929 necroptosis -0.1, Mdm2 ligase inh -18, TbHK1 inh 2, 14-3-3 Bad inh -5, Runt-CBFb FRET -1, EBV gp42 block -2, Runt-SMMHC FRET -1, Hck Nef HTS 28 and NCF1 inh 1.
For CN(C)c1ccc(C(=O)Nc2ccc(CN3CCS(=O)(=O)CC3)cc2)cc1 the results were L929 necroptosis 0.2, Mdm2 ligase inh -11, TbHK1 inh -47, 14-3-3 Bad inh -1, Runt-CBFb FRET 3, EBV gp42 block -10, Runt-SMMHC FRET 1, Hck Nef HTS 21 and NCF1 inh -29.
`Cn1c(=O)c([N+](=O)[O-])c(NCc2ccccc2Cl)c2ccccc21` gave L929 necroptosis 0.1, Mdm2 ligase inh -6, TbHK1 inh -11, 14-3-3 Bad inh -3, Runt-CBFb FRET 2, EBV gp42 block -7, Runt-SMMHC FRET -6, Hck Nef HTS -2 and NCF1 inh -30.
For O=C(Nc1ccc(S(=O)(=O)C(F)F)cc1)c1cccc(S(=O)(=O)N2CCOCC2)c1 the results were L929 necroptosis 1.2, Mdm2 ligase inh -13, TbHK1 inh -2, 14-3-3 Bad inh 4, Runt-CBFb FRET -1, EBV gp42 block -11, Runt-SMMHC FRET 4, Hck Nef HTS 1 and NCF1 inh 2.
For Cc1ccc2c(c1)C(=C(C#N)C#N)C(=O)N2CCN1CCOCC1 the results were L929 necroptosis 89*, Mdm2 ligase inh -5, TbHK1 inh -3, 14-3-3 Bad inh -2, Runt-CBFb FRET -3, EBV gp42 block -16, Runt-SMMHC FRET -2, Hck Nef HTS 11 and NCF1 inh -7.
`CN1c2ccccc2N(C)C1(C)c1cccc2ccccc12` gave L929 necroptosis 1.3, Mdm2 ligase inh 0, TbHK1 inh -4, 14-3-3 Bad inh -11[fluorescence artefact?], Runt-CBFb FRET -8, EBV gp42 block -77, Runt-SMMHC FRET -59, Hck Nef HTS 2 and NCF1 inh 3.
`Cc1noc(C)c1COC(=O)COc1ccc(C#N)cc1` gave L929 necroptosis 1.7, Mdm2 ligase inh -10, TbHK1 inh 4, 14-3-3 Bad inh -3, Runt-CBFb FRET -1, EBV gp42 block 5, Runt-SMMHC FRET 2, Hck Nef HTS -1 and NCF1 inh -3.
COc1ccc(CCNC(=O)c2ccncc2)cc1OC was read as L929 necroptosis -0.5, Mdm2 ligase inh -13, TbHK1 inh 2, 14-3-3 Bad inh 1[fluorescence artefact?], Runt-CBFb FRET -1, EBV gp42 block -24, Runt-SMMHC FRET -3, Hck Nef HTS 0 and NCF1 inh 8.
CCc1nnc(NC(=O)C2COc3ccccc3O2)s1 (stereo not given) was read as L929 necroptosis 0.4, TbHK1 inh -2, 14-3-3 Bad inh -5, Runt-CBFb FRET 1, EBV gp42 block -10, Runt-SMMHC FRET 1, Hck Nef HTS -2 and NCF1 inh 0.
Screening O=C(NC(=O)c1cccc(Cl)c1)OC[C@@H]1CCCN2CCCCC12 (stereo not given in full) returned L929 necroptosis 0.6, Mdm2 ligase inh -14, TbHK1 inh 4, 14-3-3 Bad inh 2, Runt-CBFb FRET 2, EBV gp42 block -5, Runt-SMMHC FRET -3, Hck Nef HTS 5 and NCF1 inh 6.
For CCC1CCCCN1S(=O)(=O)c1ccc(S(=O)(=O)N(Cc2ccccn2)CC2CCCO2)cc1 (stereo not given) the results were L929 necroptosis 0.8, Mdm2 ligase inh -2, TbHK1 inh -2, 14-3-3 Bad inh -6, Runt-CBFb FRET -5, EBV gp42 block 6, Runt-SMMHC FRET -1, Hck Nef HTS 0 and NCF1 inh -6.
`CN1/C(=C\C=C(/C#N)C(=O)Nc2ccccc2F)C(C)(C)c2ccccc21` gave L929 necroptosis 0.9, Mdm2 ligase inh -6, TbHK1 inh 27, 14-3-3 Bad inh -9[fluorescence artefact?], Runt-CBFb FRET -1, EBV gp42 block -86, Runt-SMMHC FRET 58*, Hck Nef HTS 2 and NCF1 inh -45.
For CC(C)c1ccccc1NC(=S)N1CCN(Cc2ccc3c(c2)OCO3)CC1 the results were L929 necroptosis -0.4, Mdm2 ligase inh 0, TbHK1 inh 0, 14-3-3 Bad inh -10, Runt-CBFb FRET 1, EBV gp42 block 2, Runt-SMMHC FRET -2, Hck Nef HTS 12 and NCF1 inh 1.
`OCCC1CN(Cc2cc3c(cc2Cl)OCO3)CCN1C1CCCC1` (stereo not given) gave L929 necroptosis -1.4, Mdm2 ligase inh -17, TbHK1 inh -3, 14-3-3 Bad inh -4, Runt-CBFb FRET 1, EBV gp42 block -7, Runt-SMMHC FRET -5, Hck Nef HTS 2 and NCF1 inh 2.
For COCCN(C(=O)CCC(=O)Nc1ccccn1)C(C(=O)NCCC(C)C)c1ccc(OC)cc1 (stereo not given) the results were L929 necroptosis -0.3, Mdm2 ligase inh -11, TbHK1 inh -3, 14-3-3 Bad inh -15[fluorescence artefact?], Runt-CBFb FRET -3, EBV gp42 block 2, Runt-SMMHC FRET -1, Hck Nef HTS 1 and NCF1 inh -29.
For O=C(CSc1nc(-c2ccco2)cc(C(F)(F)F)n1)NCc1cccs1 the results were L929 necroptosis 0.2, Mdm2 ligase inh -15, TbHK1 inh -4, 14-3-3 Bad inh 3, Runt-CBFb FRET -2, EBV gp42 block 11, Runt-SMMHC FRET 0, Hck Nef HTS 9 and NCF1 inh -10.
`O=C(NCc1cccnc1)c1ccc(COc2ccc(Cl)cc2Cl)o1` gave L929 necroptosis -0.5, Mdm2 ligase inh -9, TbHK1 inh -2, 14-3-3 Bad inh -10, Runt-CBFb FRET -1, EBV gp42 block 11, Runt-SMMHC FRET 2, Hck Nef HTS -2 and NCF1 inh -28.
`O=C1Cc2ccccc2C(=O)N1OCc1ccc(Cl)cc1Cl` gave L929 necroptosis 2.8, Mdm2 ligase inh -6, TbHK1 inh -8, 14-3-3 Bad inh -16, Runt-CBFb FRET 0, EBV gp42 block 7, Runt-SMMHC FRET -7, Hck Nef HTS 21 and NCF1 inh -5.
For Cc1ccc(C(=O)NN2C(=O)/C(=C/c3cn(C)c4ccccc34)SC2=S)cc1 the results were L929 necroptosis 0.9, Mdm2 ligase inh -10, TbHK1 inh 15, 14-3-3 Bad inh -10, Runt-CBFb FRET -31, EBV gp42 block 130*, Runt-SMMHC FRET -86, Hck Nef HTS 0 and NCF1 inh -10.
Screening COC(=O)C1C(c2ccc(OC)cc2)C(C(=O)OC)S(=O)(=O)C(CCN2CCCCC2)S1(=O)=O (stereo not given) returned L929 necroptosis 0.1, Mdm2 ligase inh -10, TbHK1 inh 3, 14-3-3 Bad inh -1, Runt-CBFb FRET 0, EBV gp42 block 4, Runt-SMMHC FRET 3, Hck Nef HTS 22 and NCF1 inh -15.
Screening CCC(C)(C)n1nnnc1CN1CCN(c2nc3cc(OC)ccc3cc2C#N)CC1 returned L929 necroptosis -0.1, Mdm2 ligase inh 0, TbHK1 inh 1, 14-3-3 Bad inh -2[fluorescence artefact?], Runt-CBFb FRET -2, EBV gp42 block -14, Runt-SMMHC FRET 4, Hck Nef HTS 2 and NCF1 inh -22.
COc1ccc(Nc2c3c(nc4c(-c5ccccc5)c(C)nn24)CCC3)cc1 was read as L929 necroptosis 22, Mdm2 ligase inh -6, TbHK1 inh -8, 14-3-3 Bad inh -2, Runt-CBFb FRET 0, EBV gp42 block -7, Runt-SMMHC FRET 5, Hck Nef HTS 1 and NCF1 inh -7.
Screening CC1CCCCN1C(=O)NC12CC3CC(CC(C3)C1)C2 (stereo not given) returned L929 necroptosis 0.1, Mdm2 ligase inh -12, TbHK1 inh -4, 14-3-3 Bad inh -8, Runt-CBFb FRET 1, EBV gp42 block -5, Runt-SMMHC FRET 0, Hck Nef HTS 2 and NCF1 inh -9.
Screening Cc1ccccc1NC(=O)c1ccc(S(=O)(=O)C(F)F)cc1 returned L929 necroptosis 2.2, TbHK1 inh -3, 14-3-3 Bad inh 3, Runt-CBFb FRET 1, EBV gp42 block -18, Runt-SMMHC FRET 2, Hck Nef HTS 0 and NCF1 inh -6.
Screening Cc1nn(C2CCS(=O)(=O)C2)c(C)c1C=O (stereo not given) returned L929 necroptosis 0.2, Mdm2 ligase inh -23, TbHK1 inh 5, 14-3-3 Bad inh -9, Runt-CBFb FRET 0, EBV gp42 block 12, Runt-SMMHC FRET -7, Hck Nef HTS -7 and NCF1 inh -1.
For Cc1cc(C)c2cc(CN(CCO)Cc3nnnn3Cc3ccccc3)c(=O)[nH]c2c1 the results were L929 necroptosis 2.8, Mdm2 ligase inh -7, TbHK1 inh -23, 14-3-3 Bad inh 5, Runt-CBFb FRET 0, EBV gp42 block -7, Runt-SMMHC FRET 2, Hck Nef HTS 85* and NCF1 inh -3.
Screening Cc1nn(CCOc2ccc(Br)cc2)c(C)c1[N+](=O)[O-] returned L929 necroptosis 1.9, Mdm2 ligase inh -2, TbHK1 inh 4, 14-3-3 Bad inh -5, Runt-CBFb FRET -2, EBV gp42 block -11, Runt-SMMHC FRET -1, Hck Nef HTS -34 and NCF1 inh -3.
CCCN1C(=O)SC(CC(=O)Nc2ccccc2C)C1=O (stereo not given) was read as L929 necroptosis -0.3, Mdm2 ligase inh -9, TbHK1 inh 7, 14-3-3 Bad inh -9, Runt-CBFb FRET -1, EBV gp42 block -15, Runt-SMMHC FRET 4, Hck Nef HTS 7 and NCF1 inh -5.
CCOC(=O)c1c(NC(=O)CSC2=NN3CCCC(=O)N=C3S2)sc2c1CCCCC2 was read as TbHK1 inh -8, 14-3-3 Bad inh 4, Runt-CBFb FRET -5, EBV gp42 block 0, Runt-SMMHC FRET -2, Hck Nef HTS -5 and NCF1 inh -10.
For O=C(CSCc1ccccc1Cl)N/N=C/c1ccco1 the results were L929 necroptosis 0.1, Mdm2 ligase inh -8, TbHK1 inh -2, 14-3-3 Bad inh -10, Runt-CBFb FRET 0, EBV gp42 block -3, Runt-SMMHC FRET 2, Hck Nef HTS -1 and NCF1 inh 1.

Some of these compounds in order of formula weight, high to low:
CCOC(=O)c1c(NC(=O)CSC2=NN3CCCC(=O)N=C3S2)sc2c1CCCCC2 was read as TbHK1 inh -8, 14-3-3 Bad inh 4, Runt-CBFb FRET -5, EBV gp42 block 0, Runt-SMMHC FRET -2, Hck Nef HTS -5 and NCF1 inh -10.
Screening Cc1nn(CCOc2ccc(Br)cc2)c(C)c1[N+](=O)[O-] returned L929 necroptosis 1.9, Mdm2 ligase inh -2, TbHK1 inh 4, 14-3-3 Bad inh -5, Runt-CBFb FRET -2, EBV gp42 block -11, Runt-SMMHC FRET -1, Hck Nef HTS -34 and NCF1 inh -3.
Screening Cc1ccccc1NC(=O)c1ccc(S(=O)(=O)C(F)F)cc1 returned L929 necroptosis 2.2, TbHK1 inh -3, 14-3-3 Bad inh 3, Runt-CBFb FRET 1, EBV gp42 block -18, Runt-SMMHC FRET 2, Hck Nef HTS 0 and NCF1 inh -6.
